Screening data as filed in PubChem.
G9a inh – G9a (human) methyltransferase inhibition. Q96KQ7. G9a H3K9 monomethylation, AlphaScreen, 2 h. Potency, µM (top dose mostly 102 µM), inactives show at the highest dose activity, negative = inhibition, hits mostly inhibitors. 350,000 compounds, 8.8% hits. AID 504332; note: % is set by controls: 0 for no effect and ±100 for the full control effect; nearly all actives have a fitted effect of over 75% in size
Target sequence (Q96KQ7 913-1193 limits assumed): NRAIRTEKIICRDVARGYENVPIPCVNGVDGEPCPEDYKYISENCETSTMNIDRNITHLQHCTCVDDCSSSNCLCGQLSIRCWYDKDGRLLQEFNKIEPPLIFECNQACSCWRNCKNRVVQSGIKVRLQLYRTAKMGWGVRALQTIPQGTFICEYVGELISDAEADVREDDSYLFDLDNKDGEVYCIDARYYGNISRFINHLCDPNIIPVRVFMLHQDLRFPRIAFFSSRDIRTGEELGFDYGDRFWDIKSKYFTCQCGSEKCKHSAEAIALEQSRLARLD
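AlphaScreen read-out: biotin-H3K9 peptide (500 nM) methylation by 20 nM enzyme with 20 uM SAM, 2 h at room temperature after 15 min compound preincubation; anti-monomethyl H3K9 antibody plus donor/acceptor beads, 10 min dark.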
POLH inh – blocks human DNA polymerase eta activity; Potency, µM (top dose mostly 114 µM), inactives show at the highest dose activity change, negative = inhibition, most hits filed as inhibitors; Q9Y253; recombinant Pol eta, fluorescent DNA replication assay; AID 588591; 390,000 compounds, 1.2% hits; note: % is set by controls: 0 for no effect and ±100 for the full control effect
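Pol eta at 10 nM preincubated with compounds 15 min at room temperature; reaction started with fluorescent substrate (50 nM final) and read kinetically at 0 and 10 min.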
Pol beta inh – DNA polymerase beta (human) inhibition | P06746 | Pol beta primer extension/strand displacement, fluorescence kinetic | Potency, µM (titrated, usually from 114 µM), inactives show at the top dose activity change, negative = inhibition, usual class: inhibitors | 340,000 compounds, 1.3% hits; note: % is set by controls: 0 for no effect and ±100 for the full control effect
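10 nM enzyme + cpd, 15 min RT; start with substrate 50 nM final; read 0 min and after 10 min RT. Corrected, normalized data; 4-parameter Hill curve fit.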
BLM inh – blocks DNA unwinding by human BLM helicase; recombinant BLM DNA unwinding, fluorescence dequenching; Potency, µM (titrated, usually from 56.1 µM), for the others: at the highest dose activity change, negative = inhibition, most hits filed as inhibitors; 350,000 compounds, 0.2% hits; AID 2528;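 note: plate controls were vehicle for no effect and no enzyme for full effect; nearly all actives have a fitted effect of over 35% in size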
BAZ2B block – BAZ2B (human) inhibition | AlphaScreen BAZ2B-H3K14Ac peptide displacement | Potency, µM (titrated, usually from 114 µM), without a hit: top-dose activity change, negative = inhibition, hits mostly inhibitors | 360,000 compounds, 4.4% hits; note: % is set by controls: 0 for no effect and ±100 for the full control effect; nearly all actives have a fitted effect of over 60% in size
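Multi-concentration screen (max 110 uM) measuring displacement of acetylated histone H3 peptide from BAZ2B by AlphaScreen, using 50 nM protein, 50 nM peptide and 10 ug/mL streptavidin donor plus Ni-chelate acceptor beads.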
APEX1 inh – APE1 (human) endonuclease inhibition; recombinant APE1, TAMRA/BHQ-2 abasic DNA cleavage fluorescence; Potency, µM (highest dose often 65.8 µM), inactives show at the highest dose activity change, negative = inhibition, most hits filed as inhibitors; 350,000 compounds, 0.35% hits; AID 2517;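 note: plate controls were vehicle for no effect and reference inhibitor for full effect; nearly all actives have a fitted effect of over 55% in size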
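0.75 nM APE1 + cpd, 15 min RT; start w/ 50 nM TAMRA/BHQ-2 THF-abasic dsDNA; kinetic fluor 525/598 nm ×3 reads @60 s; Δ(read3−read1); normalized to DMSO and NSC13755 control wells.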
Pol kappa inh – blocks human DNA polymerase kappa activity | Q9UBT6 | purified Pol kappa, fluorescent DNA synthesis assay, 10 min | 400,000 compounds, 0.53% hits | Potency, µM (titrated, usually from 107 µM), for the others: at the highest dose activity, negative = inhibition, actives largely listed as inhibitors; note: % is set by controls: 0 for no effect and ±100 for the full control effect
Target sequence (Q9UBT6 whole entry, looked up): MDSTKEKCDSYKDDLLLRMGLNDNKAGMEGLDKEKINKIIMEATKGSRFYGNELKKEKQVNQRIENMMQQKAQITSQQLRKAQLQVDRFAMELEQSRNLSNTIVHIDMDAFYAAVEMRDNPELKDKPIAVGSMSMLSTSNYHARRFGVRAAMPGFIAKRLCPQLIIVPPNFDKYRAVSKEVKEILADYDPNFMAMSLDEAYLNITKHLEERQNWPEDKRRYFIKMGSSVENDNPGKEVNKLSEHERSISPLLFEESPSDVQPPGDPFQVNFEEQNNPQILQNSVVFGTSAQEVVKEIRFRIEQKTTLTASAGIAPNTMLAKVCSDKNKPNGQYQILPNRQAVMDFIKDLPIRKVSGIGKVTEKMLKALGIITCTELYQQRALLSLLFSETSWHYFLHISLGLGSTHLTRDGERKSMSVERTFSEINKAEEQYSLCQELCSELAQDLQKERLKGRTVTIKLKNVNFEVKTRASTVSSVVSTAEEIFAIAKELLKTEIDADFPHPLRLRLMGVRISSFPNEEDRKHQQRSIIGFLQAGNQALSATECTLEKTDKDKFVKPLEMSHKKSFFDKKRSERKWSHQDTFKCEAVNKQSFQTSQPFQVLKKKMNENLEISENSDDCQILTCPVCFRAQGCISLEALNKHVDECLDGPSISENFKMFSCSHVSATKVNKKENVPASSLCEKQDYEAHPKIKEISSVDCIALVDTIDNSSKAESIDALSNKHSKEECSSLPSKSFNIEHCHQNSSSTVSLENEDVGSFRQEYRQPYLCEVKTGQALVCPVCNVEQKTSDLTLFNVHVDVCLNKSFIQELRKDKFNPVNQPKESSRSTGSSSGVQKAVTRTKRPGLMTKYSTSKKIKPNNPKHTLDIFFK
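50 nM final substrate added after 15 min RT preincubation of 10 nM Pol kappa with compound; fluorescence read at 0 and 10 min.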
Anesthetic bind – candidate novel general anesthetic via apoferritin binding. 350,000 compounds, 0.074% hits. apoferritin/1-aminoanthracene competitive binding, fluorescence. Potency, µM (top dose mostly 77.5 µM), for inactives: at the highest dose activity change, negative = displacement, usual class: inhibitors; note: % is set by controls: 0 for no effect and ±100 for the full control effect; nearly all actives have a fitted effect of over 20% in size
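In PBS, apoferritin at 10 uM is loaded with 1-AMA from a 50% saturated solution. After 10 min of compound exposure at ambient temperature, reduced 535 nm fluorescence indicates probe displacement.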
POLI inh – blocks human DNA polymerase iota activity; Pol iota fluorescent replication assay, 10 min; Potency, µM (highest dose often 115 µM), inactives show at the highest dose activity, negative = inhibition, hits mostly inhibitors; Q9UNA4; 390,000 compounds, 1% hits
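Pol iota at 10 nM preincubated 15 min with compounds at room temperature; reaction started with fluorescent substrate, 50 nM final. Fluorescence read kinetically at 0 and 10 min; buffer-only wells as negative control.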
* marks the source's active call; other numbers are inactive results; ? = inconclusive; / = not tested or not shown; & = joins results of further samples; [ ] = remark or other dose. Calls come from the whole dose curve; as a rule, active = well fitted curve in the direction sought with a large enough effect; inconclusive = small, poorly fitted or top-dose-only effect, or another doubt; inactive = no such curve, though single readings can be large; an effect the other way counts as inactive or inconclusive. Potency is the fitted concentration of half-maximal effect. This is a subset, so the mix of outcomes need not match the whole.

Every second line gives: BAZ2B block, Pol kappa inh, BLM inh, POLI inh, Anesthetic bind, Pol beta inh, POLH inh, G9a inh, APEX1 inh
O=C(CO/N=C/c1cccc([N+](=O)[O-])c1)NC1CCCCCC1
    -8%, -8%, -3%, 189%[activator], ?, 10%, -7%, -26%, 3%
CC(=O)NS(=O)(=O)c1ccc(NC(=O)CSc2ccccc2)cc1
    -3%, 4%, -2%, 29%, 8%, 5%, -16%, 15%, 2%
CCS(=O)(=O)n1nc(-c2ccco2)nc1N
    2%, -11%, -2%, 59%[activator], 1%, 1%, -11%, 16%, -3%
CCCCNc1nc2ccccc2nc1NS(=O)(=O)c1ccc(F)cc1
    29%, 1%, 0%, 119%[activator], -7%, 2%, -19%, 21%, -7%
CCOc1ccc(CNC(=O)C(=O)c2cn(CC(=O)N3CCOCC3)c3ccccc23)cc1OC
    -18%, -2%, -6%, 18%, -20%, 3%, -5%, 29%, 37%
COc1ccc(CNc2nc3ccccc3n2Cc2ccc(Cl)cc2)cc1OC
    ?, -5%, -10%, 98%[activator], -5%, 4%, -18%, ?, 0%
CCCS(=O)(=O)c1c(S(=O)(=O)CCC)c2c(C(N)=O)cccn2c1C(=O)c1ccc(F)cc1
    -6%, 14%, -2%, 29%, -11%, 43%, 2%, 2%, 0%
COc1ccc(OC)c(N(CC(=O)Nc2ccccc2)S(C)(=O)=O)c1
    0%, -3%, -3%, 34%[activator], -11%, 12%, -2%, 17%[59 µM], 0%
COc1cccc(CN2CC(C(=O)N3CCCCCCC3)CCC2=O)c1 (centres undefined)
    -16%, 1%, 1%, -1%, 8%, -14%, 3%, 4%, 76%[activator]
CCC(=O)N1c2ccccc2CC1C(=O)NCCCN1CCN(c2cccc(Cl)c2)CC1 (centres undefined)
    -21%, -1%[60.1 µM], 0%, 23%, -13%, -1%, -9%, 9%[12.7 µM], /
Clc1cccc(C2=NC(c3cccs3)=Nc3ccc(Br)cc3N2)c1
    -39%, -3%, -1%, -12%, -15%, -5%, -3%, -25%[59 µM], /
CCN(CC)CCCNC(=O)c1nn(-c2ccc(OC)cc2)c(=O)c2c1c1ccccc1n2C
    /, -5%, 37%[activator], 24%, -5%, -1%, /, -32%[59 µM], /
CC1=C(C(=O)OCc2ccc(C)cc2)C(c2ccccc2C(F)(F)F)CC(=O)N1 (centres undefined)
    -5%, -24%, -3%, 8%, 3%, 25%, -12%, -38%[59 µM], /
CNC(=O)/C(C#N)=C/c1ccc(-c2nc3ccccc3s2)o1
    -2%, -4%, -4%, ?, 5%, -21%, -10%, 22%, 4%
CCN1CCCC1CNC(=O)c1csc2c1CCCC2 (centres undefined)
    6%, -3%, 4%, -13%, 1%, 23%, 4%, -41%[59 µM], -1%
O=C(Nc1nnc(-c2cccs2)o1)c1cccc(Oc2ccccc2)c1
    ?, -7%, -8%, 9%, -17%, 4%, -7%, -8%, 2%
CCOC(=O)C1(Cc2cccc(Cl)c2)CCCN(C(=O)c2ccc(COC)s2)C1 (centres undefined)
    3%, -1%, -4%, 85%[activator], -14%, -3%, -11%, /, 0%
CC(=O)Nc1ccc(OCCC[n+]2ccccc2)cc1
    -15%, 5%, -1%, 8%, 0%, 1%, 15%, -6%, 3%
Cc1cc(C)cc(OC(=O)c2cc(-c3ccc4c(c3)OCCO4)on2)c1
    4%, -6%, -4%, 7%, ?, -2%, -20%, -12%[59 µM], /
CCOCCCn1c(=S)[nH]c2cc(C(=O)NC3CCCCC3C)ccc2c1=O (centres undefined)
    -2%, -6%, -1%, 37%[activator], 4%, 7%, 11%, 46%, 0%

Another view of part of the listing above.
molecule | BAZ2B block | Pol kappa inh | BLM inh | POLI inh | Anesthetic bind | Pol beta inh | POLH inh | G9a inh | APEX1 inh
Cc1cc(C)cc(OC(=O)c2cc(-c3ccc4c(c3)OCCO4)on2)c1 | 4% | -6% | -4% | 7% | ? | -2% | -20% | -12%[59 µM] | /
O=C(CO/N=C/c1cccc([N+](=O)[O-])c1)NC1CCCCCC1 | -8% | -8% | -3% | 189%[activator] | ? | 10% | -7% | -26% | 3%
CCOCCCn1c(=S)[nH]c2cc(C(=O)NC3CCCCC3C)ccc2c1=O (centres undefined) | -2% | -6% | -1% | 37%[activator] | 4% | 7% | 11% | 46% | 0%
CC1=C(C(=O)OCc2ccc(C)cc2)C(c2ccccc2C(F)(F)F)CC(=O)N1 (centres undefined) | -5% | -24% | -3% | 8% | 3% | 25% | -12% | -38%[59 µM] | /

Carrying on:
Every second line gives: BAZ2B block, Pol kappa inh, BLM inh, POLI inh, Anesthetic bind, Pol beta inh, POLH inh, G9a inh, APEX1 inh
O=C(CN1CCOCC1)Nc1cccc(Cl)c1Cl
    4%, 1%, 0%, -13%, -9%, 9%, -10%, -18%, -2%
CC1CN(C(=O)N2c3ccccc3Sc3ccccc32)C(C)CC1=O (centres undefined)
    -3%, -10%, -9%, 20%, -19%, 0%, -1%, 12%, -6%
Cc1ccc(CNC(=O)COCc2cc(-c3ccc4c(c3)OCO4)on2)cc1
    -1%, 6%, 1%, 16%, -2%, 0%, -7%, -4%[59 µM], /
COc1ccc(Cl)cc1NC(=O)COC(=O)Cc1cc(OC)c(OC)c(OC)c1
    /, -5%, /, 26%, /, /, -12%, /, 21%
COC(=O)c1cccc(OCC(O)Cn2cnc3cc(C)c(C)cc32)c1 (centres undefined)
    -22%, -17%, 1%, -6%, ?, -18%, -4%, 11%, -4%
O=C(CCS(=O)(=O)c1ccccc1)N(Cc1cccnc1)c1nc2ccc(Cl)cc2s1
    2%, -6%[60.1 µM], -7%, 26%, -8%, -29%, -11%, 0%[59 µM], /
COc1ccc(CC(=O)NC(C)c2nnc(SCC(=O)Nc3ccccc3F)n2C)cc1 (centres undefined)
    -12%, -8%, -2%, 146%[activator], -2%, 78%, 1%, 6%, 1%
COc1ccc(OCCSc2nc(C)c(Cc3ccccc3)c(=O)[nH]2)cc1
    12%&-2%, -3%&-16%, 0%&2%, -6%&2%, -6%&-3%, 4%&2%, -16%, -11%, 0%
COC(=O)c1ccccc1NC(=O)NCc1ccncc1
    -13%, -3%, -1%, 4%, -4%, 3%, -19%, /, 16%
O=S(=O)(Nc1ccc(Cl)cn1)c1ccccc1
    -9%, -14%, -1%, 44%[activator], -12%, ?, -7%, 23%[12.7 µM], -1%
Cc1ccc(C(=O)NC(Cc2ccc(C(C)(C)C)cc2)C(=O)O)cc1 (centres undefined)
    /, -15%, /, -17%, /, /, -2%, /, -6%
Cc1occc1-c1n[nH]c(=S)n1C
    -13%, -8%, -3%, 70%[activator], -2%, 0%, -13%, 35µM*, 3%
O=c1[nH]c(O)c(/C=C2\C=Nc3ccc(Br)cc32)[nH]1
    -15%, -13%, -3%, 26%, -13%, 20µM*, ?, /, -14%
O=C(OCC(=O)N1CCc2ccccc2C1)c1ccc(O)cc1
    /, 4%, /, 27%, /, /, -12%, /, 4%
CC(=O)Nc1ccc(C(=O)OCc2ccc(Br)cc2)cc1
    7%, -11%, -4%, 12%, -7%, -1%, -14%, 20%[59 µM], ?
COC(=O)[C@@]1(C)[C@H]2C(=O)N(Cc3ccccc3)C(=O)[C@H]2[C@H]2CN(C)C(=NC3CCCCC3)N21
    /, 0%, /, ?, /, /, -12%, /, -6%
Cc1sc(NC(=O)CSc2nnc(C)c(=O)[nH]2)c(C#N)c1C
    2%, -6%, 1%, -9%, -17%, -15%, 2%, -33%, -2%
CC(C)n1nc(C(=O)Nc2cccc(S(=O)(=O)N3CCOCC3)c2)c2ccccc2c1=O
    9%, 3%, /, -9%, /, /, -1%, -7%[59 µM], -5%
COc1ccc(CN(Cc2cccnc2)S(=O)(=O)c2ccc(-n3cnnn3)c(OC)c2)cc1
    -25%, -2%, -2%, 43%[activator], -12%, -2%, -24%, 2%, 0%
CC#CCOC(=O)c1c(C)nc2sc3c(c2c1N)CCC(O)C3 (centres undefined)
    -3%, -8%[60.1 µM], /, ?, /, -14%[57.1 µM], -14%, -5%[59 µM], 16%&-4%

More results
Every second line gives: BAZ2B block, Pol kappa inh, BLM inh, POLI inh, Anesthetic bind, Pol beta inh, POLH inh, G9a inh, APEX1 inh
CCc1ccc(S(=O)(=O)NCCc2csc(-c3cccnc3)n2)s1
    8%, 9%, 5%, -9%, -1%, 1%, -22%, -28%[59 µM], 3%
CC(C)c1ccc(CN(C(=O)/C=C/c2ccco2)C2CCS(=O)(=O)C2)cc1 (centres undefined)
    -36%, -24%, -10%, ?, -17%, ?, ?, /, -9%
OCCN1CCN(c2nc(-c3ccccc3)c3cc(Br)ccc3n2)CC1
    -16%, -5%, 0%, 37%[activator], -14%, 1%, -13%, -48%, 33%
CCN(CC)S(=O)(=O)c1ccc(C(=O)NCc2ccc3c(c2)cc(C)n3C)cc1
    6%, -30%, -17%, ?, -21%, 0%, -20%, -13%[59 µM], -5%
COc1cc(C(=O)NCC(=O)OCC(=O)c2ccc[nH]2)cc(OC)c1OC
    0%, 0%, -3%, ?, -5%, 20%, -8%, -1%[59 µM], 3%
O=C(CSc1nnc(-c2cccs2)o1)OCc1ccccc1
    27%, 1%, -5%, 24%, -18%, 46%[activator], -19%, 45%, -8%
COc1ccc(CCNC(=O)Cc2c(C)c3ccc(O)c(C)c3oc2=O)cc1OC
    -3%, 7%, -11%, 22%, 793%[activator], -1%, -16%, -4%[59 µM], /
COc1ccc(S(=O)(=O)N2CCCCC2)cc1NC(=O)CN1C(=O)NC(C)(C2CC2)C1=O (centres undefined)
    6%, 0%, /, 28%, /, /, -2%, 19%[12.7 µM], 5%
Cc1n[nH]c(=O)c2c(NC(=O)CSc3nnc(-c4ccco4)n3C)oc(C)c12
    -1%, 1%, /, 41%[activator], /, /, -5%, ?, 26%
CC(=O)OCC(=O)[C@@]1(OC(C)=O)[C@@H](C)C[C@H]2[C@@H]3C[C@H](F)C4=CC(=O)C=C[C@]4(C)[C@@]3(F)[C@@H](O)C[C@@]21C
    -23%, -13%, -5%&3%, -17%, -10%, 4%, -13%, 14%&2%[59 µM], 1%
CCOC(=O)c1sc2nc(N3CCOCC3)c3c(c2c1N)CCN(C)C3
    -4%, /, -10%, /, 35%[activator], 5%, /, 5%[12.7 µM], 13%
CCSc1nnc(NC(=O)Cn2cnc3ccccc3c2=O)s1
    -4%, -5%, -10%, ?, 3%, 17%, 5%, /, 0%
Cc1ccc(NC(=O)C2CCCN2S(=O)(=O)c2cccc3cccnc23)cc1F (centres undefined)
    4%, 1%, 5%, -11%, 6%, -4%, -11%, ?, -3%
